HCMV antiviral: blocks human cytomegalovirus replication; HFF cells, HCMV-luciferase reporter, 72 h; hits give low values; activity change, negative = inhibition, % at 57.5 µM; 4.5% of 410,000 active; AID 1259415; in the data active means activity change below about -60%; inconclusive means no clear call, values can overlap the other calls; inactive means above about -39%
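Cell-based, HFFs, 1000 cells/well, 16 h 37C; cpds in DMSO + HCMV-luc, MOI 1 PFU/cell; 72 h 37C; OneGlo luminescence after 5 min RT; norm. to buffer vs Salinomycin 10uM.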
AmpC detergent: inhibitors of E. coli AmpC beta-lactamase with detergent. P00811. AmpC hydrolysis of nitrocefin, absorbance 480 nm, 0.01% Triton. Potency, µM (titrated, usually from 114 µM), for the others: at the highest dose activity change, negative = inhibition, hits mostly inhibitors. 0.041% of 370,000 active. AID 485294;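 further: potency means the concentration at half of the fitted maximal effect; 0% = no-compound wells and -100% = no-enzyme wells; nearly all actives have a fitted effect of over 25% in size; some results filed as inactive show a strong effect at the top dose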
Target sequence (P00811 whole entry, looked up): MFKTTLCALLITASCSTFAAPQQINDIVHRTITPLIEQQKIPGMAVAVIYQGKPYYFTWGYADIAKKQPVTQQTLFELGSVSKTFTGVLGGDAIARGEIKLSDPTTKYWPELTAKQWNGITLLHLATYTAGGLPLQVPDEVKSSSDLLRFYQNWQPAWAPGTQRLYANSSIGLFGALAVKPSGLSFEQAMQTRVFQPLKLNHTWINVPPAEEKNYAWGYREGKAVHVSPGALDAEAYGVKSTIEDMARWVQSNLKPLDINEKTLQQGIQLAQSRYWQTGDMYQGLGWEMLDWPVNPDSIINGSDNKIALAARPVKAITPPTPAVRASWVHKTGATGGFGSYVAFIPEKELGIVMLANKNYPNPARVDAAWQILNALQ
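20 mM phosphate pH 7.0 + 0.01% (detergent screen) or 0.0001% Triton X-100; 5.3 nM AmpC reagent; cpd preinc 15 min RT; nitrocefin (800 uM stock) to start; A480 q20 s × 4 min; Activity was normalised to no-enzyme and no-compound control wells.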
AMA1 RON2 block: disrupts binding of P. falciparum AMA1 to RON2; AlphaScreen AMA1-biotinylated RON2 peptide binding; Potency, µM (highest dose often 58.2 µM), inactives show at the highest dose activity change, negative = inhibition, actives largely listed as inhibitors; 0.2% of 360,000 active; AID 720542;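 further: potency means the concentration at half of the fitted maximal effect; 0% = vehicle wells and -100% = peptide control; nearly all actives have a fitted effect of over 45% in size; some results filed as inactive show a strong effect at the top dose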
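AMA1 (3D7) with his tag at 25 nM final met compounds first, then biotinylated RON2 peptide at 25 nM; detection used donor plus acceptor beads, 10 µg/mL apiece, read by AlphaScreen after 30 min at room temperature.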
FBPA Giardia inh: inhibitors of Giardia lamblia fructose-1,6-bisphosphate aldolase; 0.71% of 290,000 active; Potency, µM (highest dose often 59.6 µM), without a hit: at the highest dose activity, negative = inhibition, usual class: inhibitors; A8B2U2; purified Giardia FBPA; further: potency means the concentration at half of the fitted maximal effect; nearly all actives have a fitted effect of over 55% in size
Target sequence (A8B2U2 whole entry, looked up): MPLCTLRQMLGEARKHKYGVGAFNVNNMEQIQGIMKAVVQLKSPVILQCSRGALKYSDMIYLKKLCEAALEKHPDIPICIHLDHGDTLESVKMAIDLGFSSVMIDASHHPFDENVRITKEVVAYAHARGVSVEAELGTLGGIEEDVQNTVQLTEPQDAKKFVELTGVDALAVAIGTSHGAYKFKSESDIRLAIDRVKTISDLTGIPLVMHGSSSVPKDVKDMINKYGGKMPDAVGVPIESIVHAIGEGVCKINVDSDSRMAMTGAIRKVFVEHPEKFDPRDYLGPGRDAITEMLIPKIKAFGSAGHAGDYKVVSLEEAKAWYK
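40 nM FBPA preincubated 10 min at RT with compound (up to 57.5 uM final), then substrate plus GAPDH/TPI/NAD/arsenate coupling and diaphorase/resazurin added. Fluorescence read after 20 min at RT, 525/598 nm.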
AmpC no deterg: inhibitors of E. coli AmpC beta-lactamase without detergent; Potency, µM (titrated, usually from 57.1 µM), inactives show top-dose activity change, negative = inhibition, most hits filed as inhibitors; 0.52% of 330,000 active; P00811; AmpC nitrocefin hydrolysis, absorbance 480 nm, 0.0001% Triton;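 further: potency means the concentration at half of the fitted maximal effect; plate controls were no compound for no effect and no enzyme for full effect; nearly all actives have a fitted effect of over 20% in size; some results filed as inactive show a strong effect at the top dose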
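20 mM phosphate pH 7.0 + 0.01% (detergent screen) or 0.0001% Triton X-100; 5.3 nM AmpC reagent; cpd preinc 15 min RT; nitrocefin (800 uM stock) to start; A480 q20 s × 4 min; Activity was normalised to no-enzyme and no-compound control wells.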
Sm TGR block: S. mansoni TGR enzyme inhibition; purified TGR, DTNB reduction, TNB absorbance 405 nm; Q962Y6; AID 485364; 3% of 360,000 active; Potency, µM (doses to about 114 µM), inactives show at the highest dose activity change, negative = inhibition, actives largely listed as inhibitors; further: potency means the concentration at half of the fitted maximal effect; nearly all actives have a fitted effect of over 60% in size
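TGR 20 nM + NADPH 100 uM (dispensed conc.), cpd preinc 15 min RT; start with NADPH (500 uM addition) then DTNB (15 mM addition). Kinetic TNB absorbance, 405 nm filter. Four-parameter Hill fit across titration.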
Starred values were filed as active, the others as inactive; ? = inconclusive; nt = not tested or not shown; & = joins results of further samples; [ ] = dose if it differs, or a comment. Unless noted, the call rests on the fitted dose curve; in most records, active means well fitted curve in the direction sought with a large enough effect; inconclusive means small, poorly fitted or top-dose-only effect, or another doubt; inactive means no such curve, though single readings can be large; an effect the other way counts as inactive or inconclusive. Unless noted, on the % scale 0 is the no-effect control and ±100 the full control effect.

SMILES | HCMV antiviral | AmpC detergent | AMA1 RON2 block | FBPA Giardia inh | AmpC no deterg | Sm TGR block
Cc1ccc2cc(C#N)c(N3CCCN(C(=O)C4CCCO4)CC3)nc2c1C (centres undefined) | -22 | -16% | 5% | -18% | 121%[activator] | -4%[11.4 µM]
CN(c1ccccc1)c1ccc(/C=c2\s/c(=C(/C#N)C(=O)C(C)(C)C)n(Cc3ccco3)c2=O)cc1 | nt | 6% | nt | 1% | -38% | -21%
COc1ccc(OC(=O)c2cn(C)nc2C(F)(F)F)cc1 | 1 | -8% | -2% | 2% | -3% | -2%
CCc1ccc(NC(=O)CSc2nc3cc(C(=O)OC)ccc3c(=O)n2Cc2ccco2)cc1 | 14 | -3% | -12% | 4% | -19% | -6%
CCOC(=O)C1CCN(C(=O)C2CCCN(S(=O)(=O)c3ccc(OCC)c(Cl)c3)C2)CC1 (centres undefined) | 75 | 2% | -7% | nt | 247%[activator] | 5%
Cc1c(C(=O)OC2CCCCC2)[nH]c2c1C(=O)CC(c1ccccc1Cl)C2 (centres undefined) | -4 | 4% | nt | nt | nt | -3%
CC(CNC(=O)Cn1ccc2cc(S(=O)(=O)N3CCCCCC3)ccc21)c1ccccc1 (centres undefined) | -29 | 0% | nt | nt | nt | -4%
COc1ccc(C(=O)COC(=O)/C=C/c2ccc(S(=O)(=O)Nc3cccc(S(N)(=O)=O)c3)cc2)cc1 | -22 | 0% | -5% | 0% | -28% | nt
O=C(O)/C=C/C(=O)Nc1ccc(O)cc1 | -11 | -5% | -10% | ? | -18% | ?
COc1ccc(CNC(=O)CC(C)S(=O)(=O)c2ccc3c(c2)NC(=O)CO3)cc1 (centres undefined) | -8 | -5% | -11% | 2% | -8% | -6%
Cc1ccc(-n2nc(C)c3c(C)c(CCC(=O)NCc4ccc(Cl)cc4)c(C)nc32)cc1 | -27 | 17% | nt | nt | nt | 2%
COC(=O)c1ccc(Sc2ccccc2NS(=O)(=O)c2ccc(NC(C)=O)cc2)nc1 | 36 | -3% | 0% | -2% | ? | -2%
COc1ccccc1CN(C(=O)Cc1cccs1)C(C(=O)NC1CCCC1)c1ccncc1 (centres undefined) | -16 | 10% | 23% | 14% | 105%[activator] | 11%
O=C(CSc1cccc(C(F)(F)F)c1)N1CCN(S(=O)(=O)c2ccccc2)CC1 | -19 | ? | -4% | 1% | 25% | 16%
CCOC(=O)c1ccc(N2C(=O)CC(N3CC=C(c4ccc(F)cc4)CC3)C2=O)cc1 (centres undefined) | 11 | 1% | 21% | -23% | -1% | 5.6µM*
CCN(CC)CCN(Cc1cc2cc(C)ccc2[nH]c1=O)C(=S)Nc1ccccc1 | -69* | -1% | 6% | 5% | 3% | nt
COC(=O)CC/C(C)=N\Nc1ccc([N+](=O)[O-])cc1[N+](=O)[O-] | -103* | -13% | -14% | 1% | -10% | 41%[activator]
COc1ccccc1N1CCN(C(=O)c2cc(-c3ccccc3)on2)CC1 | -13 | 7% | -2% | 11% | 80%[activator] | 12%
COc1ccc(NC(=S)N2CCC(Cc3ccccc3)CC2)cc1 | -31 | -5% | 21% | nt | -9% | 3%
c1ccc2nc3c(nc2c1)c1ccccc1n3CCN1CCOCC1 | -11 | -9% | 6% | -26% | 61%[activator] | -32%
Cn1ccnc1C(O)(c1nnc(-c2ccccc2)o1)C(F)(F)F (centres undefined) | ? | 1% | 30% | 0% | -4% | 4%
COC(C(=O)N/N=C/c1ccc(OCC(=O)N2CCOCC2)cc1)c1ccccc1 (centres undefined) | -5 | ? | -5% | 3% | -11% | 1%
COc1cccc(CNC(=O)C2CCN(c3nn4c(=O)cc(C)nc4s3)CC2)c1 | -10&-5 | 7%&-4% | -11% | -2% | 37% | 5%&2%
CC(c1ccccc1)N1C(=O)c2ccccc2C1O (centres undefined) | 2 | -9% | 11% | 3% | -14% | -21%
O=C(CNCc1ccccc1)NCCCN1CCCC1=O | 20 | ? | -28% | ? | -8% | ?
SMILES | HCMV antiviral | AmpC detergent | AMA1 RON2 block | FBPA Giardia inh | AmpC no deterg | Sm TGR block
O=C(CSc1ncnc2ccccc12)NCC(=O)c1ccccc1 | -18 | 12% | 7% | 8% | -17% | -3%
O=C(NCCN1CCOCC1)C(=O)NCC1CCCO1 (centres undefined) | 12 | -7% | -13% | 12% | -10% | -7%
CC1CCCCN1CCCn1c(=S)[nH]c2ccccc2c1=O (centres undefined) | -5 | ? | 4% | 0% | -17% | -7%
Clc1ccc2nnnc(-c3ccccc3)c2c1 | -102* | ? | 0% | 7% | -15% | 1%
CCCn1c(N2CCN(C(=O)NCc3ccccc3)CC2)nc2ccccc21 | -3 | ? | -2% | 6% | 29% | 2%
Cc1c(C)n(C(=O)CSc2nncn2C)c2ccccc12 | 38 | -12% | -10% | 0% | 1% | 18%
CC(c1ccco1)N(C(=O)c1cccc(S(=O)(=O)N(C)C)c1)c1ccccn1 (centres undefined) | -18 | -13% | 2% | 4% | 1% | -12%
Cc1c(C(=O)N(C)CCc2cnn(C)c2)oc2c(F)cccc12 | -19 | -10% | -1% | nt | 17% | 2%
CN(C)CC1CSCCC1(O)c1cccc(Cl)c1 (centres undefined) | -24 | 7% | -9% | -1% | -6% | 12%
O=C(Nc1ccccc1C(=O)Nc1ccccc1)c1cccs1 | ? | -2% | -4% | 4% | -20% | -2%
CC(C)(C)c1cccc(P(=O)(c2ccccc2)c2ccccc2)c1O | 6 | -2% | 10% | 15% | -20% | 18%
COc1ccc(-c2nc(SCC(=O)NC3CCCC3)c(-c3ccc(F)cc3)[nH]2)cc1OC | -7 | 15% | nt | nt | nt | 1%
Cc1ccc(S(=O)(=O)NCCC(=O)NNc2c(F)c(F)cc(F)c2F)cc1 | 88 | nt | 8% | nt | -23% | nt
O=c1cc(-c2ccccc2)nc2nc[nH]n12 | 17 | 4% | -9% | -2% | -10% | 0%
COCCCNC(=O)CCn1c(=O)c2ccccc2n(CC(=O)Nc2ccc(C)cc2C)c1=O | 19 | ? | 3% | 8% | -17% | -6%
O=C(Nc1nc2c(s1)CCCC2)C1CCCN1C(=O)c1cccs1 (centres undefined) | 13 | -13% | -2% | 6% | -10% | 7%
CC(C)NC(=O)c1nn2c(C(F)(F)F)cc(-c3ccco3)nc2c1Cl | -30 | -2% | 42%[activator] | -15% | -12% | ?
C/C(=N\NC(N)=O)c1ccc(Cl)s1 | 11 | -5% | 18% | 3% | -5% | -5%
Cc1cc(C(F)(F)F)n(-c2nc(C(=O)Nc3ccccc3Oc3ccccc3)cs2)n1 | nt | -12% | nt | 0% | -20% | ?
CN(C)S(=O)(=O)c1ccc(C(=O)OCC2COC(C)(C)O2)cc1 (centres undefined) | ? | -14% | 2% | 9% | 2% | 3%
CCC(C)NCCOCCOc1ccc(Cl)c(C)c1C (centres undefined) | -83* | -11% | -11%[2.32 µM] | -25% | 33% | -9%
COc1ccc(S(=O)(=O)Nc2ccc(S(=O)(=O)N3CCOCC3)cc2)cc1 | 57 | ? | -9% | 11% | -27% | 12%
O=S(=O)(c1ccc(Cl)cc1)N1CCN=C1SCc1ccc(Cl)c(Cl)c1 | -17 | -5% | 6% | 0% | -19% | 3%
CCC(N)Cc1c[nH]c2ccccc12 (centres undefined) | 11 | -4% | -8% | 1% | -4% | 5%
O=C(Cn1nc(Cc2cccnc2)c2ccccc2c1=O)N1CCN(c2ccccc2F)CC1 | ? | 8% | nt | nt | nt | -2%
SMILES | HCMV antiviral | AmpC detergent | AMA1 RON2 block | FBPA Giardia inh | AmpC no deterg | Sm TGR block
CCOc1ccc(C(C)C)cc1S(=O)(=O)Nc1cccc(-c2ccc(N3CCOCC3)nn2)c1 | -5 | 14% | nt | nt | nt | -1%
Cc1cc(OCC(O)CN2CCc3ccccc3C2)cc(C(C)C)c1 (centres undefined) | -10 | -3% | -1% | 3% | 28% | 6%
Fc1ccc(-c2nnc(CSc3nnc4ccccn34)o2)cc1 | -1 | -5% | -16% | 4% | -14% | -11%
Cc1ccc(O)c(NC(=O)C2CCCN2C(=O)OCc2ccccc2)c1 (centres undefined) | ? | -10% | -4% | 9% | -29% | -6%
CCCc1cc(=O)[nH]c(NCCc2ccccc2)n1 | 5 | ? | -8% | 6% | 6% | 0%
CCCCNC(=O)CCCCn1c(=S)[nH]c2c([nH]c3ccc(OC)cc32)c1=O | -22 | -15% | 93%[activator] | 4% | -4% | -7%
Cc1cccc(NC(=S)NNC(=O)c2csc3c2CCC(C)C3)c1 (centres undefined) | 50 | -4% | 17% | 29% | -43% | -16%
CCOc1cc(/C=N/N2C(=O)NC3(CCCCC3)C2=O)cc(Br)c1O | 28 | -16% | 0% | -5% | -19% | -24%
COc1nc2ccccc2c(=O)n1-c1ccc(Cl)cc1 | -61* | -5% | -20% | 0% | -28% | 5%
Cc1ccc2nc(C)cc(C(=O)Nc3nccs3)c2c1 | 55 | -4% | 12% | 1% | -22% | 56%[activator]
Cc1cc(NC(=O)c2cc(S(=O)(=O)N3CCCCC3)ccc2C)no1 | -33 | nt | 0% | nt | -35% | nt
Cc1occc(=O)c1OCc1c(F)cccc1Cl | -34 | -18% | 12% | -2% | -8% | 12%
O=C(Cc1noc2ccccc12)NNC(=S)Nc1ccccc1 | 5 | 8% | 54%[activator] | -6% | -22% | 8%
CC(=O)c1nn(-c2cccc(Cl)c2)cc1C(=O)c1ccco1 | 30 | -3% | 12% | 5% | -3% | 0%
Cc1cc2oc(C(=O)NCCc3ccc(S(N)(=O)=O)cc3)c(C)c2cc1C | -21 | -12% | 3% | 3% | ? | 1%
O=C(Nc1ccc(Br)cc1)c1ccc(F)c(S(=O)(=O)NC2CCCCCC2)c1 | -98* | 9% | nt | nt | nt | 5%
Cc1ccc(C(CC(N)=O)c2ccco2)cc1 (centres undefined) | 14 | 2% | -3% | -1% | -24% | -25%
CC(NC(=O)CCC(=O)c1ccc(F)cc1)C1CC2CCC1C2 (centres undefined) | -4 | 3% | 13% | 1% | -1% | -22%

Random excerpt: 5 records from the list, in no set order.
SMILES | HCMV antiviral | AmpC detergent | AMA1 RON2 block | FBPA Giardia inh | AmpC no deterg | Sm TGR block
Cc1cccc(NC(=S)NNC(=O)c2csc3c2CCC(C)C3)c1 (centres undefined) | 50 | -4% | 17% | 29% | -43% | -16%
Cc1ccc2nc(C)cc(C(=O)Nc3nccs3)c2c1 | 55 | -4% | 12% | 1% | -22% | 56%[activator]
Cc1cc2oc(C(=O)NCCc3ccc(S(N)(=O)=O)cc3)c(C)c2cc1C | -21 | -12% | 3% | 3% | ? | 1%
CCOc1ccc(C(C)C)cc1S(=O)(=O)Nc1cccc(-c2ccc(N3CCOCC3)nn2)c1 | -5 | 14% | nt | nt | nt | -1%
CC(NC(=O)CCC(=O)c1ccc(F)cc1)C1CC2CCC1C2 (centres undefined) | -4 | 3% | 13% | 1% | -1% | -22%
